NOD1 inhibition = NOD1 signaling inhibitors, primary screen, cell-based, luminescence, uHTS (AID 1578). NOD1-driven NF-kB luciferase reporter cells, luminescence; higher % means a stronger effect. one-dose inhibition, % at 4 µM; EC50 in µM for titrated hits. 1% of 290,000 active; in the data active means inhibition mostly above about 36%, no sharp cut-off; inactive means mostly below about 34%;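 further: HEK-293T reporter cells stimulated with the NOD1 agonist gamma-tri-DAP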
NOD2 inhibition = NOD2 signaling inhibitors, cell-based, luminescence, uHTS, HEK293 (AID 1566). HEK293 NOD2/NF-kB luciferase reporter, luminescence; higher % means a stronger effect. inhibition, % at 4 µM, or EC50 in µM where a hit was titrated. 0.63% of 290,000 active; further: many of its hits are not listed in these tables
ER stress rescue = rescue of cells from ER stress-induced death, primary screen, 384-well, CSM14.1, thapsigargin, ATP luminescence (AID 1222) | 190,000 tested, under 10 active | cellular ATP content (survival), % at 20 µM; hits with a dose series show EC50 in µM | CSM14.1 thapsigargin-induced death rescue, ATP luminescence; higher % means a stronger effect;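 active means EC50 below 50 µM in the dose-response confirmation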;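 further: death triggered by thapsigargin at about 15 µM added after 2 h compound pretreatment; cell ATP read after overnight thapsigargin exposure of roughly 18 to 22 hours; normalized against plate controls of thapsigargin alone and 5% DMSO vehicle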
GPR55 beta-arrestin = GPR55 agonists via beta-arrestin recruitment, primary screen, imaging, U2OS cells, beta-arrestin-GFP redistribution (AID 1961) | 0.048% of 290,000 active | activation, % at 10 µM; hits with a dose series show EC50 in µM | U2OS GPR55 beta-arrestin-GFP redistribution imaging; higher % means a stronger effect;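 active means activation above 40% with more than 50 cells counted in the well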;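 further: U2OS osteosarcoma cells stably expressing GPR55 and beta-arrestin-GFP; plate controls were DMSO negative control for no effect and LPI positive control for full effect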
TNAP activation fold = human TNAP enzyme activators, primary screen, biochemical, luminescent, no phosphate acceptor, uHTS (AID 1001); Alkaline phosphatase, tissue-nonspecific isozyme (Homo sapiens); purified TNAP, luminescent activation assay, no phosphate acceptor; higher activation fold means a stronger effect; activation fold at 20 µM; hits with a dose series show EC50 in µM; 0.03% of 200,000 active; in the data active means activation fold from about 3, or a potency from the dose series; inactive means the rest, 99 in 100 with activation fold below about 1.6; further: many of its hits are not listed in these tables
KOR beta-arrestin-1 = KOR antagonists, beta-arrestin recruitment, cell-based, luminescence, uHTS (AID 1778) | Kappa-type opioid receptor (Homo sapiens) | KOR beta-arrestin recruitment, luminescence, antagonist mode; higher % means a stronger effect | inhibition, % at 10 µM; hits with a dose series show IC50 in µM | 0.091% of 290,000 active; further: strong numbers were not always called active
NTR1 agonist = agonists of NTR1, primary screen, imaging, U2OS cells, beta-arrestin-GFP, high content (AID 493036); NTR1-U2OS beta-arrestin-GFP spot imaging, agonist mode; activation, % at 20 µM; 0.17% of 330,000 active;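 active means activation at or above 40% of the spot to cytoplasm intensity ratio, with at least 20 cells analyzed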;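 further: 0% = DMSO without peptide and 100% = 100 nM NTR1 peptide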
Target sequence (P30989 whole entry, looked up): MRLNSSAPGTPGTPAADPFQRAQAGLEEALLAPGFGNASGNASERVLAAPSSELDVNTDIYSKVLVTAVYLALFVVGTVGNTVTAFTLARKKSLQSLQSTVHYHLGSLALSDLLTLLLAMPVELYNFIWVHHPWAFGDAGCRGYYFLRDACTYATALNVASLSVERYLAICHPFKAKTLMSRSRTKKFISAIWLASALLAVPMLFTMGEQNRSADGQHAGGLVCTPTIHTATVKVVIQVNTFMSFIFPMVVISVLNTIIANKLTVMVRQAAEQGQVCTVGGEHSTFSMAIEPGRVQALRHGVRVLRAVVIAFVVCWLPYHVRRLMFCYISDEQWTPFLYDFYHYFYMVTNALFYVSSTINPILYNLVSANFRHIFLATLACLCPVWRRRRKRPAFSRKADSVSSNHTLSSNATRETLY
KOR beta-arrestin-2 = KOR agonists, beta-arrestin recruitment, primary screen, cell-based, luminescence, uHTS (AID 1777) | Kappa-type opioid receptor (Homo sapiens) | KOR beta-arrestin recruitment, luminescence; higher % means a stronger effect | one-dose activation, % at 10 µM; EC50 in µM for titrated hits | 0.02% of 280,000 active; in the data active means activation above about 50%, passing the limit was not always enough; further: a part of the inactive calls stands beside numbers as strong as those of hits
Yfh1-off respiration = enhancers of respiration in Yfh1-depleted yeast, dose response, Friedreich's ataxia, plus single-dose screen (AID 1465); fold induction at 50 µM; hits with a dose series show EC50 in µM; S. cerevisiae Yfh1-off respiration, WST-1 reduction, 72 h; higher fold induction means a stronger effect; 0.074% of 220,000 active;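 active means fold induction of absorbance versus untreated yeast above a set limit, then at least 30% activation at any dose in follow-up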;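 further: activators that raise dye reduction in frataxin-depleted yeast; strong numbers were not always called active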
NTR1 agonist cell count 20 µM = further read-out of NTR1 agonist, marked with its call; cell count; measured here: cell count, cytotoxicity flag
An asterisk follows results filed as active; i = inactive; . = not tested or not shown; [ ] = remark or other dose. Unless noted, no stated cut-off is given here; in the data, active means inhibition above about 50%; inactive means the rest. The list is partial; rates above refer to the full screens.

| smiles | NOD1 inhibition | NOD2 inhibition | ER stress rescue | GPR55 beta-arrestin | TNAP activation fold | KOR beta-arrestin-1 | NTR1 agonist | NTR1 agonist cell count 20 µM | KOR beta-arrestin-2 | Yfh1-off respiration |
| --- | --- | --- | --- | --- | --- | --- | --- | --- | --- | --- |
| CCOc1ccc(C(=O)Nc2c3c(nn2-c2ccc(C)cc2)CS(=O)C3)cc1OCC (stereo not drawn) | -13.9% | 17.1% | -1.9% | 0.4% | 1.1 | -55.7% | -0.1 | 70 | 0.9% | i |
| CCCC(=O)Nc1nc(C)c(-c2csc(Nc3ccccc3OC)n2)s1 | -13.8% | 7.2% | 0.4% | -0.1% | 1 | -28.3% | 2.2 | 89 | 2.5% | i |
| CCOC(=O)c1c(CCl)nc2ccccc2c1-c1ccccc1 | 19.7% | 19.0% | . | -0.1% | . | 8.7% | 4.8 | 45 | 0.4% | i |
| CCOC(=O)C1=C(NC#N)OC(C)=C(C)C1c1ccc(O)cc1 (stereo not drawn) | 25.7% | -12.4% | -1.4% | -0.2% | 0.9 | 2.3% | 0.5 | 49 | 2.7% | i |
| Cc1c(C(=O)N2CCCCC2)sc(NC(=O)C2CC2)c1C#N | -6.0% | 1.7% | -2.4% | -0.1% | 0.9 | -12.8% | 0.0 | 54 | -6.3% | i |
| C=CC[n+]1c(C)csc1Nc1cccc(Br)c1 | -35.8% | 5.3% | -0.8% | 0.3% | 1.1 | 18.2% | 5.0 | 55 | 0.8% | i |
| O=S(=O)(NCc1ccccc1)c1ccc(S(=O)(=O)N(Cc2ccccn2)C2CCCC2)cc1 | -9.2% | -5.5% | -2.6% | 1.7% | 1.1 | -0.5% | 2.3 | 63 | -2.1% | i |
| O=C(c1cc2c(s1)-c1ccccc1OC2)N1CCN(c2ccccn2)CC1 | -4.0% | 7.6% | 2.3% | -0.1% | 1 | -30.3% | 5.7 | 54 | 4.9% | i |
| CCOC(=O)c1cc(CC)sc1N1C(=O)CC(Sc2ncccc2C(=O)O)C1=O (stereo not drawn) | -28.4% | 11.5% | -1.4% | 6.7% | 1.2 | 0.6% | 1.5 | 61 | -2.6% | i |
| CCN(c1ccccc1)S(=O)(=O)c1ccc(OC)c(NC(=O)c2cccs2)c1 | -17.5% | 4.2% | 0.3% | -0.5% | 1.1 | 5.2% | 1.6 | 48 | -1.8% | i |
| Cc1c(NC(=O)c2ccc(N(Cc3ccccc3)S(C)(=O)=O)cc2)c(=O)n(-c2ccccc2)n1C | -26.8% | 1.0% | 1.1% | -0.1% | 1.1 | -25.6%[20 µM] | 1.9 | 44 | -5.2% | i |
| CC(C)(C)c1ccc(C(=O)NCC(=O)N2CCNC(=O)C2)cc1 | -56.3% | 7.2% | . | -0.1% | . | -9.7% | -0.4 | 40 | 1.9% | . |
| CN(C)C(=O)CSc1ncnc2scc(-c3ccccc3)c12 | -23.2% | 12.6% | 1.8% | -0.4% | 1.2 | -8.1% | 3.3 | 29 | -4.3% | i |
| Cc1cc(OC(=O)c2ccc(C)c(C)c2)c([N+](=O)[O-])c(=O)[nH]1 | -0.9% | 3.1% | . | -0.2% | . | 3.9% | -0.9 | 57 | -1.5% | . |
| Cc1ccc(S(=O)(=O)Nc2ccc(Cl)cn2)cc1C | 46.9% | 11.8% | . | -0.3% | . | -37.0%[20 µM] | 0.8 | 56 | -4.5% | . |
| Cc1c(-c2ccccc2)nnn1-c1ccc(F)cc1F | -8.5% | -20.6% | . | -0.1% | . | 12.1% | -0.1 | 53 | -2.0% | . |
| O=C(CN(c1cccc(Cl)c1)S(=O)(=O)c1ccc(Cl)cc1)N1CCc2ccccc2C1 | 6.9% | -55.1% | -3.4% | 0.0% | 1 | -45.0% | 2.4 | 51 | 0.0% | i |
| O=C(O)/C=C/C(=O)NCCc1cccc(Cl)c1 | -19.5% | -19.1% | -1.6% | 0.4% | 1.1 | -25.9% | -0.5 | 46 | -0.1% | i |
| CC(C)(C(=O)O)n1cncn1 | -41.2% | -1.5% | -0.5% | 0.1% | 1 | -2.1% | -0.7 | 27 | -4.7% | i |
| COC(=O)Nc1ccc(S(=O)(=O)Nc2cccc3ccccc23)cc1 | -31.9% | -5.2% | -2.4% | 0.2% | 1.1 | 24.5% | 1.2 | 83 | -6.2% | i |
| O=C1CC(N2CCN(c3ccccc3)CC2)C(=O)N1c1cccc(Br)c1 (stereo not drawn) | -20.4% | -5.7% | . | -0.2% | . | -1.9% | 0.9 | 72 | 2.7% | . |
| CCOC(=O)Cn1ccc(O)c(Cc2ccc(Cl)cc2Cl)c1=O | -1.5% | 6.1% | -3.0% | -0.3% | 1 | -14.5% | -0.8 | 61 | -3.0% | i |
| COC(=O)c1[nH]c2ccccc2c1NC(=O)c1ccccc1[N+](=O)[O-] | -38.1% | -6.8% | -2.1% | -0.2% | 1 | -3.1% | 3.9 | 70 | -2.9% | i |
| Cn1c(=O)n(C)c2cc(C(=O)Nc3ccc4c(c3)OCO4)ccc21 | . | -6.7% | -2.7% | 0.5% | 1.2 | 14.5% | -0.5 | 45 | -3.2% | i |
| COc1ccc(OCc2nnc3n2N=C(c2ccc(Br)cc2)CS3)cc1 | 1.2% | 10.7% | -0.9% | -0.1% | 1.1 | -0.3% | 5.4 | 46 | -2.0% | i |

Continued, overlapping the part above by two compounds.
| smiles | NOD1 inhibition | NOD2 inhibition | ER stress rescue | GPR55 beta-arrestin | TNAP activation fold | KOR beta-arrestin-1 | NTR1 agonist | NTR1 agonist cell count 20 µM | KOR beta-arrestin-2 | Yfh1-off respiration |
| --- | --- | --- | --- | --- | --- | --- | --- | --- | --- | --- |
| Cn1c(=O)n(C)c2cc(C(=O)Nc3ccc4c(c3)OCO4)ccc21 | . | -6.7% | -2.7% | 0.5% | 1.2 | 14.5% | -0.5 | 45 | -3.2% | i |
| COc1ccc(OCc2nnc3n2N=C(c2ccc(Br)cc2)CS3)cc1 | 1.2% | 10.7% | -0.9% | -0.1% | 1.1 | -0.3% | 5.4 | 46 | -2.0% | i |
| CCN1CCN(C(=O)c2ccc(Cl)c(S(=O)(=O)N3CCCCC3)c2)CC1 | -28.6% | 7.5% | . | -0.1% | . | -13.9% | 2.4 | 60 | 10.0% | . |
| O=c1c2ccccc2nc2n1C(CBr)CS2 (stereo not drawn) | -45.4% | -6.7% | -1.2% | -0.2% | 1.1 | 3.8% | 2.1 | 50 | -2.1% | i |
| CCN1CCN(Cc2ccc(NC(=O)c3cc(NC(=O)c4ccno4)cc(OC)c3)cc2C(F)(F)F)CC1 | 0.7% | 19.9% | . | -0.1% | . | -7.0% | 2.8 | 43 | 3.3% | i |
| O=C(O)c1cc([N+](=O)[O-])cc2c1C=Cc1ccccc1O2 | -6.2% | 8.3% | . | -0.1% | . | -27.3% | -1.5 | 93 | -0.3% | . |
| O=C(C(c1ccccc1)c1ccccc1)N1CCN(Cc2ccc(Br)cc2)CC1 | -7.6% | -13.8% | -2.5% | 0.0% | 1.1 | 9.2% | 6.4 | 48 | -0.3% | i |
| O=C(Nc1ccc2c(c1)OCO2)C1CCN(c2ccc(S(=O)(=O)N3CCOCC3)cc2)CC1 | -10.4% | -21.2% | -1.5% | 0.1% | 1.1 | -2.1% | 4.9 | 89 | -7.0% | i |
| NC1=NC(=O)C(Cc2ccccc2)S1 (stereo not drawn) | -15.6% | 14.5% | 0.1% | 0.4% | 1.1 | -37.4%[20 µM] | 1.0 | 55 | . | i |
| COc1ccc(-n2nnc3c(SCc4ccccc4)ncnc32)cc1 | -44.8% | 21.3% | 1.5% | 0.0% | 1.1 | 27.0% | 5.9 | 35 | -1.0% | i |
| CN(C)S(=O)(=O)c1cc(NC(=O)CN2CCOCC2)ccc1Cl | -23.5% | 15.8% | . | -0.1% | 1.1 | -7.5% | 0.4 | 54 | 2.7% | i |
| CSc1nnc(-c2cc3ccccc3cc2O)n1C | -23.5% | -5.2% | -2.5% | 0.6% | 1.1 | -0.3% | 0.4 | 52 | -5.4% | i |
| CCOc1ccccc1NC(=O)CCS(=O)(=O)c1cccc2nonc12 | -9.0% | 13.2% | -0.8% | -0.1% | 1.1 | -4.1% | -1.2 | 94 | -2.3% | i |
| CCOc1ccccc1CNC(=O)CCn1ccc2cc(S(=O)(=O)N3CCCCC3)ccc21 | -22.4% | 7.9% | . | -0.2% | . | 30.5% | 1.8 | 59 | -0.3% | . |
| CCCCC1(C)NC(=S)N2N1C(=S)NC2(C)CCCC (stereo not drawn) | 0.0% | 11.5% | . | -0.3% | . | -23.3% | -0.9 | 47 | 1.9% | i |
| COc1ccc(CCNC(=O)CSc2ncnc3c2oc2ccccc23)cc1OC | 9.8% | 3.8% | 0.5% | 0.2% | 1.1 | -13.1% | 0.8 | 59 | -7.9% | i |
| O=S(=O)(NCc1ccco1)c1ccc2ccccc2c1 | 21.0% | -1.6% | . | -0.2% | . | -7.2% | -1.1 | 56 | 3.5% | . |
| Cc1cc(/C=N/Nc2ncnc(N)c2[N+](=O)[O-])c(C)n1-c1ccccc1 | 4.14µM* | . | . | -0.1% | . | -2.6% | 4.9 | 79 | 2.2% | i |
| CSc1nc(Oc2ccccc2)c2sccc2n1 | -16.6% | 10.0% | -1.6% | 0.2% | 1 | 14.2% | -0.1 | 58 | -4.0% | i |
| CCOC(=O)C(NC(=O)NC1CCCCC1)(c1ccccc1)C(F)(F)F (stereo not drawn) | 7.0% | -5.5% | -2.8% | 0.3% | 1.1 | -16.2% | 0.8 | 57 | 4.3% | i |
| Cc1ccc2c(c1)c(N=Nc1cccc(C(=O)O)c1)c(O)n2C | -25.1% | -1.7% | -6.8% | 0.5% | 1.3 | -27.5% | -0.3 | 81 | 1.2% | i |
| O=C(Cc1ccccc1)NCC(=O)OCC(=O)c1ccc(F)cc1 | -27.5% | -15.9% | . | 0.0% | . | 15.0% | 0.9 | 58 | -2.2% | . |
| CC(=O)NCC(=O)OCC(=O)N1c2ccccc2Sc2ccccc21 | 18.6% | 6.0% | -0.7% | -0.4% | 1.1 | -20.2% | 1.0 | 58 | 1.7% | i |
| CCCn1c(=O)c2c(nc3n2CCCN3Cc2ccccc2)n(C)c1=O | -6.1% | 20.1% | . | -0.1% | . | -9.7% | 0.7 | 72 | 0.9% | . |
| Cc1cc(NCc2ccccc2)nc2ccccc12 | -8.7% | 7.8% | -3.2% | -0.4% | 1.1 | -23.3% | 1.3 | 34 | 1.8% | i |
| CCOCC(=O)Nc1ccccc1C(=O)OCC | -27.9% | 9.7% | . | -0.1% | 1 | 31.1% | 0.0 | 52 | -5.5% | i |
| CSc1nnc2c(n1)OC(c1ccsc1)N(C(C)=O)c1ccccc1-2 (stereo not drawn) | -12.0% | 10.2% | -1.3% | 0.6% | 1 | -20.5% | -1.1 | 54 | -3.6% | . |
| O=C(Cc1ccc(O)cc1)NCCNC(=S)NCc1ccccc1 | 4.3% | 3.6% | . | -0.2% | . | 7.7% | -0.6 | 57 | -2.5% | i |
